Screening data (PubChem)
F508del corr – F508del CFTR correction, initial screen, CFBE line, single point; CFBE cells, YFP halide quenching; stimulated with forskolin plus potentiator P3; % fluorescence drop versus neutral controls; activity (quench increase), % at 7.58 µM; 350,000 tested, 0.36% active; AID 720511, 2013;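 active = mean added fluorescence quench of at least 8% versus neutral control, with both replicates also reaching 8%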;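 note: cells transiently co-express mutant CFTR-F508del with the halide-sensitive YFP; corrector assay measuring rescue of mutant channel to the surface after 24 h compound exposure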
RAD52 anneal inh – RAD52 DNA annealing inhibitors, primary screen, biochemical, FRET, single point, set 2; recombinant RAD52 DNA annealing, FRET fluorescence; inhibition, % at 18.7 µM; 360,000 tested, 0.46% active; AID 651710, 2012;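 active = every replicate showing at least 50% inhibition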
Target sequence (P43351 whole entry, looked up): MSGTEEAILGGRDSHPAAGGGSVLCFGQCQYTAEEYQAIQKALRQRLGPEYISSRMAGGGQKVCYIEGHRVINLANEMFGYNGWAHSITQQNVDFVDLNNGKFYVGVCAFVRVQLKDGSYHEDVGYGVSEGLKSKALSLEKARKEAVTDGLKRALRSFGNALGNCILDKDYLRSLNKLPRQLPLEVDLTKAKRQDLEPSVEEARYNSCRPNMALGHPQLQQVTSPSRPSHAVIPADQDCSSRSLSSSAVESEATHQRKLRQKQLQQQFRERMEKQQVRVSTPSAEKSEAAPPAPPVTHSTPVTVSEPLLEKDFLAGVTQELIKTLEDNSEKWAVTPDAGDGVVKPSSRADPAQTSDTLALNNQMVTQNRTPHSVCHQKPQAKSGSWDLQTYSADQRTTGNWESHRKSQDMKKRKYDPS
RAD54 branch – inhibitors of human RAD54 branch migration, primary screen, biochemical, fluorescence, single point | DNA repair and recombination protein RAD54-like (Homo sapiens), Q92698 | RAD54 Holliday junction branch migration, FAM/BHQ fluorescence | inhibition, % at 10.4 µM | 360,000 tested, 0.14% active | AID 602329, 2012;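 active = mean normalized replicate activity at least 40 and at least half of replicates scoring 40 or more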;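 note: 0% = median of neutral control wells and 100% = median of positive control wells; inhibitors cause a drop in the FAM fluorescence signal; in these data hits start at about 50%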
ARNT-TACC3 inh – disruptors of ARNT/TACC3 protein interaction, primary screen, biochemical, AlphaScreen, single concentration; AID 623870, 2012; Transforming acidic coiled-coil-containing protein 3 (Homo sapiens), Q9Y6A5; inhibition, % at 9.99 µM; AlphaScreen His-ARNT PAS-B/GST-TACC3 binding, luminescence; TACC3 fragment carries E629A point mutation; 390,000 tested, 0.66% active;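 active = mean inhibition of replicates at least 50% and at least half of replicates each reaching 50%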;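 note: 0% = complete ARNT plus TACC3 wells and 100% = ARNT alone without TACC3; many hits fall short of the cut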
ERAP1 inh – human ERAP1 aminopeptidase inhibitors, primary screen, biochemical, single point, plate reader; Endoplasmic reticulum aminopeptidase 1 (Homo sapiens), Q9NZ08; recombinant ERAP1, Leu-AMC fluorescence, 60 min; inhibition, % at 10.7 µM; 340,000 tested, 0.15% active; AID 652197, 2013;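 active = mean replicate inhibition of at least 30%, or all replicates individually reaching that 30% level; inactive = mean below 30% and not every replicate reaching it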;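 note: 0% = neutral control wells and 100% = L-leucinethiol positive control wells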
INS-1E GSIS act – GLuc luminescence reporter in INS-1E cells, primary screen for activators of glucose-dependent secretion of insulin; activation, % at 16.6 µM; INS-1E GLuc reporter insulin secretion, 2-3 h; 370,000 tested, 0.61% active;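 active = lowest replicate activation of at least 40%, so every replicate reaches that level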;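 note: 0% = median of neutral control wells and 100% = median of IBMX positive control wells; some compounds called inactive have numbers as strong as hits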
esBAF inh – Bmi1 luciferase reporter increase in mESCs, primary screen, esBAF inhibitor project, mouse ES cells, Bmi1 luciferase knock-in, single point. 24 h; 100% = twice the neutral-well signal. reporter increase, % at 12.5 µM. 350,000 tested, 2% active; in the data active = activation above about 40%;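 note: 0% = median of the plate's neutral control wells and 100% = double that signal; a rise in the Bmi1 reporter signal indicates esBAF inhibition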
XiGFP reactiv – activators of inactive X chromosome reactivation, primary screen, imaging, XiGFP fibroblasts, GFP high-content imaging, set 2; XiGFP mouse fibroblasts, % GFP-positive cells imaging, 3 d; cells co-treated with 5-aza-dC sensitizer; scaled so ellipticine positive control = 100%; activation, % at 7.58 µM; 360,000 tested, 0.055% active; AID 743238, 2013;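 active = mean normalized replicate activation at least 10% and every replicate at or above 10%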;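 note: 0% = median of on-plate neutral control wells and 100% = ellipticine 6 µM median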
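Material: SV40-immortalized XiGFP fibroblast cells, line 68-5-11 | Buffer or medium: DMEM containing 5-aza-dC | Dosing: One concentration, pinned | Times: 3 d treatment, 15 min room-temperature fixation | Controls: Ellipticine 6 µM positive control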
* marks the source's active call; other numbers are inactive results; · = no result given.

item	structure	F508del corr	RAD52 anneal inh	RAD54 branch	ARNT-TACC3 inh
1	C[C@@H](NC(=O)C[C@@H]1C[C@@H]2c3cc(NC(=O)c4ccc5c(c4)OCO5)ccc3O[C@@H]2[C@H](CO)O1)c1ccccc1	2.0	2	0	1
2	COc1ccc(CCCc2nnc(SCC(=O)NN)o2)c(C)c1	3.4	7	-2	0
3	CCOC(=O)c1cc(NC(=O)c2ccccc2)c(=O)oc1C(F)(F)F	-2.1	-25	·	-5
4	O=C(CNC(=O)c1cccc(F)c1)OCC(=O)N1CCN(C(=O)c2ccco2)CC1	-3.1	-3	5	3
5	COc1ccc(CSC(=S)NNc2ccccc2)cc1	-1.1	-1	4	·
6	COc1ccc(CN(C)C[C@@H]2Oc3ccc(NC(=O)Nc4ccc5c(c4)OCO5)cc3CC(=O)N([C@@H](C)CO)C[C@H]2C)cc1	1.0	39	5	6
7	COCC(=O)Nc1ccc2c(c1)C(=O)N(C)C[C@H](OC)[C@H](C)CN(CC1CCCCC1)[C@@H](C)CO2	0.6	3	6	2
8	CCS(=O)(=O)N1CCCCN2[C@H](C1)[C@@H](c1ccc(C#Cc3ccccc3OC)cc1)[C@@H]2CO	4.8	-37	-4	3
9	NC(=O)N/N=C/c1ccccc1OC(=O)c1cc2ccccc2oc1=O	-0.5	-6	9	-2
10	Cc1ccccc1N1CCN(Cc2nc(Cc3ccccc3F)no2)CC1	0.6	-5	-6	-8
11	CN(CC(=O)Nc1cc([N+](=O)[O-])ccc1Cl)Cc1ccc(Br)cc1	·	·	13	·
12	O=c1[nH]c(=O)n(CCCc2ccccc2)cc1-c1ccccc1	0.1	-1	·	0
13	COc1cc(NS(=O)(=O)c2ccc3[nH]c(=O)[nH]c3c2)cc(OC)c1	2.0	-8	-2	-4
14	COc1ccc(Cn2c(=O)oc3ccccc32)cc1	1.0	-4	-7	·
15	CSc1nc(=S)n(-c2ccc([N+](=O)[O-])cc2)c(C)c1C(C)=O	-1.2	-1	6	2

item	ERAP1 inh	INS-1E GSIS act	esBAF inh	XiGFP reactiv
1	1	4	2	0.0
2	1	7	-3	-0.1
3	2	0	·	0.0
4	-5	13	11	0.1
5	-5	-4	4	0.0
6	-3	-7	-6	0.3
7	1	-5	-3	-0.3
8	2	13	·	0.3
9	0	-28	31	0.1
10	0	-17	1	0.1
11	·	-22	-4	-0.1
12	2	·	·	0.1
13	0	2	-3	0.1
14	0	9	-8	0.0
15	-2	19	-7	0.0

Some of these compounds in order of count of non-hydrogen atoms, falling.
item	structure	F508del corr	RAD52 anneal inh	RAD54 branch	ARNT-TACC3 inh
1	C[C@@H](NC(=O)C[C@@H]1C[C@@H]2c3cc(NC(=O)c4ccc5c(c4)OCO5)ccc3O[C@@H]2[C@H](CO)O1)c1ccccc1	2.0	2	0	1
8	CCS(=O)(=O)N1CCCCN2[C@H](C1)[C@@H](c1ccc(C#Cc3ccccc3OC)cc1)[C@@H]2CO	4.8	-37	-4	3
4	O=C(CNC(=O)c1cccc(F)c1)OCC(=O)N1CCN(C(=O)c2ccco2)CC1	-3.1	-3	5	3
10	Cc1ccccc1N1CCN(Cc2nc(Cc3ccccc3F)no2)CC1	0.6	-5	-6	-8
9	NC(=O)N/N=C/c1ccccc1OC(=O)c1cc2ccccc2oc1=O	-0.5	-6	9	-2
3	CCOC(=O)c1cc(NC(=O)c2ccccc2)c(=O)oc1C(F)(F)F	-2.1	-25	·	-5
11	CN(CC(=O)Nc1cc([N+](=O)[O-])ccc1Cl)Cc1ccc(Br)cc1	·	·	13	·
2	COc1ccc(CCCc2nnc(SCC(=O)NN)o2)c(C)c1	3.4	7	-2	0
5	COc1ccc(CSC(=S)NNc2ccccc2)cc1	-1.1	-1	4	·
14	COc1ccc(Cn2c(=O)oc3ccccc32)cc1	1.0	-4	-7	·

item	ERAP1 inh	INS-1E GSIS act	esBAF inh	XiGFP reactiv
1	1	4	2	0.0
8	2	13	·	0.3
4	-5	13	11	0.1
10	0	-17	1	0.1
9	0	-28	31	0.1
3	2	0	·	0.0
11	·	-22	-4	-0.1
2	1	7	-3	-0.1
5	-5	-4	4	0.0
14	0	9	-8	0.0

(cont.)
item	structure	F508del corr	RAD52 anneal inh	RAD54 branch	ARNT-TACC3 inh
16	COCC(=O)Nc1ccc2c(c1)C(=O)N(C)C[C@@H](OC)[C@H](C)CN(C(=O)c1ccccn1)[C@H](C)CO2	-1.6	-34	1	-9
17	Cc1ccc(C(=O)OCC(=O)NC2CC2)cc1S(=O)(=O)N1CCOCC1	-1.3	-4	0	2
18	C[C@H](CO)N1C[C@H](C)[C@@H](CN(C)S(=O)(=O)c2ccc(F)cc2)Oc2ccc(NS(=O)(=O)c3ccc(F)cc3)cc2CC1=O	0.0	-6	2	10
19	COCCC(=O)N1CCC(Oc2ccc(C(=O)NCc3cccc(C)n3)cc2)CC1	-1.8	-14	-3	-11
20	CCOc1ccc2nc(SCC(=O)NCC3CCCO3)c(C#N)cc2c1 (stereo not given)	1.5	-13	7	-4
21	CN1CCN(C(=O)C[C@H]2C[C@H]3c4cc(NS(C)(=O)=O)ccc4O[C@H]3[C@@H](CO)O2)CC1	0.5	1	7	0
22	O=C(Nc1ccccc1F)C1CCCN(S(=O)(=O)c2ccccc2)C1 (stereo not given)	-0.6	-4	6	-9
23	CCc1ccc(C(=O)NNc2cc(Cl)ccc2Cl)cc1	2.9	0	·	-2
24	O=C(C[C@H]1CC[C@@H]2[C@H](COC[C@H](O)CN2S(=O)(=O)c2cccc(F)c2)O1)Nc1ccccc1	0.7	-4	-2	-5
25	O=C(C[C@H]1CC[C@H](NC(=O)C2CCOCC2)[C@H](CO)O1)NCc1ccncc1	3.9	-14	·	·
26	O=C(Nc1cccc(C(=O)O)c1)/C(=C\c1ccccc1)NC(=O)c1ccc(Br)o1	3.5	11	3	·
27	CC(=O)c1c(N2CCN(c3ccc(F)cc3)CC2)nc(=S)n(-c2ccccc2)c1C	·	-3	8	2
28	COC(=O)C1=C(C)N(Cc2cccc(C(F)(F)F)c2)C(=NCc2cc(OC)c(OC)c(OC)c2)NC1c1ccc(Cl)cc1 (stereo not given)	0.1	-21	·	·
29	Cc1ccc(S(=O)(=O)NCC(=O)NCc2cc(=O)n(C)c(=O)n2C)cc1C	-1.1	-3	-7	-12
30	Cc1cccc(C)c1NC(=O)CN1CCN(C(=O)CNC(=O)Cc2cccc3ccccc23)CC1	0.9	-10	-1	·
31	CN(CC(=O)NC1CCCc2ccccc21)S(=O)(=O)c1ccc2c(c1)c(=O)n(C)c(=O)n2C (stereo not given)	-0.4	-1	5	-10

item	ERAP1 inh	INS-1E GSIS act	esBAF inh	XiGFP reactiv
16	4	11	-2	0.5
17	-2	1	1	0.1
18	2	-9	1	0.2
19	-4	5	-6	-0.1
20	3	1	·	0.1
21	-1	6	1	0.0
22	1	2	11	0.0
23	·	-12	·	-0.1
24	-3	-17	12	0.0
25	-15	11	·	0.1
26	-25	-1	-2	97*
27	7	17	·	0.1
28	-3	·	·	0.0
29	-1	16	-2	0.0
30	2	-8	2	0.0
31	-1	1	-3	-0.1
